# STEP block: blocks human striatal-enriched tyrosine phosphatase; P54829; recombinant STEP, OMFP fluorogenic substrate, fluorescence; inhibition, % at 20 µM; actives 0.25% (n = 360,000); AID 588621;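 active means inhibition at 20 µM, scaled per plate between control wells, above about 37%, limit read from the data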;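 further: 0% = DMSO with enzyme and substrate and 100% = substrate only without enzyme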
#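 Measure: Control-normalized % inhibition with plate pattern correction | Test system: STEP phosphatase, cell-free reaction | Medium: pH 6.0 Bis-Tris with DTT and Tween 20 | Technique: Fluorescence, 480/540 nm | Times: Reaction 20 min, ambient temperature | Doses: Single compound dose of 20 µM, 1% DMSO final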
# TbMetRS inhib: Trypanosoma brucei MetRS inhibition. purified T. brucei MetRS, ATP depletion, Kinase-Glo luminescence. inhibition, % at 11.9 µM. actives 0.4% (n = 360,000);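 active means inhibition above a per-plate cutoff of the control wells' mean inhibition plus 3 SD, cut at about 5.5% in these data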;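 further: 0% = DMSO wells median and 100% = median of wells with control inhibitor compound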
#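 System: purified T. brucei MetRS enzyme / Detection: Kinase-Glo luciferase luminescence reporting remaining unconsumed ATP / Medium: HEPES buffer with MgCl2, KCl, DTT, spermine, BSA, pyrophosphatase / Replication: singlicate, one well per compound / Evaluation: percent inhibition relative to median high and low control wells / Schedule: 2 h aminoacylation at 25 °C after 15 min preincubation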
# LMPTP block: blocks human LMPTP phosphatase. P24666. actives 0.22% (n = 360,000). inhibition, % at 20 µM. AID 651560. recombinant LMPTP-A, OMFP fluorogenic substrate, fluorescence intensity;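 active means compounds that cut the enzyme signal by at least half of the control window in the single-dose screen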;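 further: plate controls were DMSO wells with enzyme plus substrate for no effect and substrate without enzyme for full effect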
# Target sequence (P24666 whole entry, looked up): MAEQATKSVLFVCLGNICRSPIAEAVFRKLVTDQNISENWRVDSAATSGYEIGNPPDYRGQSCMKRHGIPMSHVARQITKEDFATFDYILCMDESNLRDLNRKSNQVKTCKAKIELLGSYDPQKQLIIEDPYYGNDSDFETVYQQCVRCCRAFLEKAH
#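 Test system: LMPTP-A phosphatase enzyme. Amount: LMPTP-A at 0.625 nM final in the reaction. Reagent: OMFP substrate, 400 µM final. Times: 50 min at room temperature. Signal: endpoint fluorescence intensity from OMFP dephosphorylation. Read-out basis: % inhibition. Benchmarks: no-enzyme and uninhibited controls.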
# eLon inh: inhibitors of E. coli Lon protease. P0A9M0. purified E. coli Lon protease, fluorescence polarization. inhibition, % at 7.94 µM. actives 0.42% (n = 360,000). AID 602123; in the data active means inhibition above about 13%, passing the limit was not always enough;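 further: 0% = enzyme with probe and DMSO and 100% = no enzyme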
# bovine MsrA act: activators of bovine methionine sulfoxide reductase A; purified bovine MsrA, absorbance read-out; activation, % at 10.6 µM; actives 0.3% (n = 360,000); in the data active means activation above about 7.5%;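 further: 0% = vehicle and 100% = reference activator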
# DNMT1 inh: inhibitors of human DNMT1. DNMT1 molecular beacon, Hinp1I cleavage, fluorescence. inhibition (reported as % activation of signal), % at 10 µM. actives 0.83% (n = 360,000). AID 588458; in the data active means inhibition above about 50%
# Scp1 inh: blocks human Scp-1 phosphatase activity; Q9GZU7; Recombinant Scp1, phosphopeptide, malachite green phosphate absorbance; inhibition, % at 20 µM; actives 0.88% (n = 340,000);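 active means inhibition above about 50% at 20 µM, limit read from the data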;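 further: plate controls were DMSO wells with enzyme for no effect and wells lacking enzyme for full effect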
#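 Material: truncated SCP-1 phosphatase (76-261aa) / Buffer or medium: 50 mM Tris acetate pH 5.5, 0.005% Tween-20, 10 mM MgCl2 / Compound dosing: one concentration, 20 µM, with 1.0% DMSO / Incubation: 45 min room-temperature reaction, 5 min colour, 30 min stabiliser / Detection: colorimetric free-phosphate detection, absorbance 630 nm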
# SUMO1-SIM PPI: SUMO1-SIM interaction modulation; P63165; SUMO1 binding to a labelled peptide, TR-FRET, 1 h; inhibition, % at 20 µM; actives 0.33% (n = 360,000); AID 602429; in the data active means inhibition above about 37%
# MsrA inh: inhibitors of bovine MsrA; AID 651718; actives 0.75% (n = 360,000); inhibition, % at 15.5 µM; purified bovine MsrA, absorbance read-out; in the data active means inhibition above about 4.5%;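 further: 0% = vehicle wells with enzyme and 100% = reference inhibitor wells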
# NRP1-CendR mod: NRP-1/CendR interaction modulation | FAM-RPARPAR peptide binding to NRP-1, fluorescence polarization | actives 0.85% (n = 360,000) | inhibition, % at 25 µM;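 active means inhibition or corrected inhibition above about 18%, plus a signal ratio from 0.5 to 1.5, limit read from the data, passing the limit was not always enough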; further: strong numbers were not always called active
# Target sequence (O14786 whole entry, looked up): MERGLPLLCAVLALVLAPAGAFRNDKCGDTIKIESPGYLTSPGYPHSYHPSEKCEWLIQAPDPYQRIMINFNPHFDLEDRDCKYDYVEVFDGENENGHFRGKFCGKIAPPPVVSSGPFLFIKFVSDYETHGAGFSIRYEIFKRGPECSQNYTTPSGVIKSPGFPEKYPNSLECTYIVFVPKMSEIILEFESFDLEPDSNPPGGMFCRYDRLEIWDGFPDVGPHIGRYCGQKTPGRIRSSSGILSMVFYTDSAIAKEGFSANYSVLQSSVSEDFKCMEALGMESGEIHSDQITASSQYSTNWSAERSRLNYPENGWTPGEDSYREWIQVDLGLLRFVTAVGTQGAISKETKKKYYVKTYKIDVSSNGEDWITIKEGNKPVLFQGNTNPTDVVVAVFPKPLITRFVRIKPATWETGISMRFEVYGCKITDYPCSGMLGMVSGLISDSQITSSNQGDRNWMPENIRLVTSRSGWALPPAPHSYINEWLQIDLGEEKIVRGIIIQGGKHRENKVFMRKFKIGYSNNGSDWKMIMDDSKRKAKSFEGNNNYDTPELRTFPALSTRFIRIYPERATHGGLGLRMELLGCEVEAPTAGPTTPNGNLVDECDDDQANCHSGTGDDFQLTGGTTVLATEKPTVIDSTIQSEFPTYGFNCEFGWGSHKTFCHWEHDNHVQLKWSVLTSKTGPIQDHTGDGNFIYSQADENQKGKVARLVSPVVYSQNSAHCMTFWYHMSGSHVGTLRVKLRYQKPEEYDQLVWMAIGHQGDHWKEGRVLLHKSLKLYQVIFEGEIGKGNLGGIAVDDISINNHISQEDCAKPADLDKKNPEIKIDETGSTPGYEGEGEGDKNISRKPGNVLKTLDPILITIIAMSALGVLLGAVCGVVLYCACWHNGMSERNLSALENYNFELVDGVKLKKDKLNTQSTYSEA
# Numbers without * were called inactive; · = not tested or not shown.
SMILES,STEP block,TbMetRS inhib,LMPTP block,eLon inh,bovine MsrA act,DNMT1 inh,Scp1 inh,SUMO1-SIM PPI,MsrA inh,NRP1-CendR mod
Cc1cc(C)cc(N(CC(=O)O)S(=O)(=O)c2c(C)[nH]c(=O)[nH]c2=O)c1,-1,0.0,-1.3,-11,-2,1,-4,3,-0.3,-2
Cc1oc(C)c(C(=O)O)c1C(=O)O,-2,-0.3,-1.7,-11,-4,1,-5,-2,1.4,-4
CS(=O)(=O)N(CC(=O)N1CCCCC1)C1CCCCC1,0,-0.9,0.2,1,-1,3,0,0,0.5,15
COc1ccc(/C=N/NC(=O)c2ccc(OC)c(OC)c2)cc1COc1c(F)c(F)c(F)c(F)c1F,0,-0.2,4.8,-4,0,-2,-8,-6,1.0,-5
CSc1nc(SCC(=O)O)c2sc3nc(-c4ccccc4)c4c(c3c2n1)CCC4,97*,-0.5,95*,-2,0,97*,60*,101*,-0.8,-125
O=S(=O)(NN1CCOCC1)c1ccc(Cl)s1,-1,-2.1,-0.8,2,-8,3,1,-2,0.0,-8
O=C(CN1C(=O)C2CCCCC2C1=O)Nc1cc([N+](=O)[O-])ccc1F (centres undefined),-3,-0.4,0.2,1,-2,4,-6,-12,0.3,16
CCC1([N+](=O)[O-])COC(C=Cc2ccccc2)OC1 (centres undefined),1,-0.1,-0.8,-11,-2,-3,-7,0,0.1,3
O=C(CCCSc1nc2ccccc2c(=O)[nH]1)c1ccccc1,1,-0.2,1.0,1,0,-2,-3,3,-0.1,-2
O=C(NNC(=O)C1C2C=CC(C2)C1C(=O)O)c1cc(Cl)ccc1O (centres undefined),-1,-0.1,-1.5,-3,-2,4,-10,6,0.4,6
Cc1ccc2nc(SCC(=O)N/N=C/c3ccco3)cc(C)c2c1,2,-0.5,-0.4,-7,-8,2,-6,-6,0.7,-19
Cc1ccc(S(=O)(=O)Nc2ccc3cc([N+](=O)[O-])ccc3c2[N+](=O)[O-])cc1,-3,-0.1,-0.2,-53,-4,1,-19,1,1.0,-84
COCCCNC(=O)C1=CCN(S(=O)(=O)c2ccc(OC)cc2)CC1,-3,-0.6,-0.5,-8,-3,3,-6,-4,-1.1,8
O=C(Nc1nc2ccccc2[nH]1)C1CC1,-1,-0.4,-0.8,3,-1,-1,-9,0,3.0,-4
Cc1ccc(OCC(=O)Nc2cccc(S(=O)(=O)N3CCCC3)c2)cc1C,0,-0.1,-0.4,2,1,-4,·,3,0.1,-1
CC(=O)Nc1ccc2nc(NC(=O)CN3CCOCC3)sc2c1,0,-2.0,0.5,-11,-1,4,8,-2,0.4,-7
COc1ccc(CCNC(=O)CSc2ccccc2)cc1OC,-2,-0.3,-0.3,-1,0,3,-5,1,-0.7,-8
CCCCCCOC(=O)C(C#N)c1nc2ccccc2nc1N1CCCCC1 (centres undefined),6,-1.2,4.0,-7,-1,9,-5,-4,-0.6,-12
Cc1cc(C)nc(NC(=O)c2cc(-c3ccc(C)s3)nc3ccccc23)c1,-1,-1.2,0.1,1,-6,-6,-3,-1,-0.6,3
CC(C)(C)c1ccc(C(=O)N2CCC2(C)C(=O)Nc2cnc3ccccc3c2)cc1 (centres undefined),0,-0.2,0.1,-12,-3,-2,·,-2,-0.1,-1
CCCCNc1nnc(SCC(=O)c2c[nH]c3ccccc23)s1,1,3.2,1.3,-23,-5,-21,0,6,-0.4,-23
COc1ccc(N(CC(=O)NC2CCCCC2)C(=O)c2ccc(C)s2)c(OC)c1,-2,-0.3,-0.6,-5,-4,0,-7,2,0.1,-4
CS(=O)(=O)N1CCC(C(=O)NCc2ccco2)CC1,0,0.5,-0.4,-3,-1,26,44,-1,-0.1,2
NC(=O)C1CCN(C(=O)CSc2nc(O)cc(=O)[nH]2)CC1,-1,0.6,2.0,-3,-2,1,-12,-4,-1.1,-18

# Exported with two lines to a compound: entries from further up.
# Values run as follows: STEP block, TbMetRS inhib, LMPTP block, eLon inh, bovine MsrA act, DNMT1 inh, Scp1 inh, SUMO1-SIM PPI, MsrA inh, NRP1-CendR mod
COCCCNC(=O)C1=CCN(S(=O)(=O)c2ccc(OC)cc2)CC1
    -3, -0.6, -0.5, -8, -3, 3, -6, -4, -1.1, 8
O=C(Nc1nc2ccccc2[nH]1)C1CC1
    -1, -0.4, -0.8, 3, -1, -1, -9, 0, 3.0, -4
Cc1ccc(OCC(=O)Nc2cccc(S(=O)(=O)N3CCCC3)c2)cc1C
    0, -0.1, -0.4, 2, 1, -4, ·, 3, 0.1, -1
CC(=O)Nc1ccc2nc(NC(=O)CN3CCOCC3)sc2c1
    0, -2.0, 0.5, -11, -1, 4, 8, -2, 0.4, -7
COc1ccc(CCNC(=O)CSc2ccccc2)cc1OC
    -2, -0.3, -0.3, -1, 0, 3, -5, 1, -0.7, -8
CCCCCCOC(=O)C(C#N)c1nc2ccccc2nc1N1CCCCC1 (centres undefined)
    6, -1.2, 4.0, -7, -1, 9, -5, -4, -0.6, -12
Cc1cc(C)nc(NC(=O)c2cc(-c3ccc(C)s3)nc3ccccc23)c1
    -1, -1.2, 0.1, 1, -6, -6, -3, -1, -0.6, 3
CC(C)(C)c1ccc(C(=O)N2CCC2(C)C(=O)Nc2cnc3ccccc3c2)cc1 (centres undefined)
    0, -0.2, 0.1, -12, -3, -2, ·, -2, -0.1, -1
CCCCNc1nnc(SCC(=O)c2c[nH]c3ccccc23)s1
    1, 3.2, 1.3, -23, -5, -21, 0, 6, -0.4, -23

# Next compounds follow:
SMILES,STEP block,TbMetRS inhib,LMPTP block,eLon inh,bovine MsrA act,DNMT1 inh,Scp1 inh,SUMO1-SIM PPI,MsrA inh,NRP1-CendR mod
Cc1ccccc1OCC(=O)OCC(=O)c1ccc(OCc2ccccc2)cc1,-1,-0.3,2.6,-8,-1,-5,-5,-4,0.5,-8
O=C(Nc1ccccc1Br)C1CCCN1S(=O)(=O)c1cccc2nsnc12 (centres undefined),3,-0.4,0.9,-5,15*,1,-8,-31,1.8,10
C/C=C(/C)C(=O)Nc1cccc(C2=NOC3(C2)C[C@@H](C(N)=O)N(C(=O)[C@H]2CCC(=O)N2)C3)c1 (some centres undefined),-2,-0.2,-1.2,-7,-2,8,1,0,1.2,3
N#Cc1ccc(Oc2ccc(C(N)=O)cc2)cc1C#N,-5,0.0,-1.0,-7,-7,6,0,0,1.2,-16
Cc1cc(=O)oc2cc(OCC(=O)OC(C)C(=O)NC3CCCC3)ccc12 (centres undefined),0,-0.8,-2.0,0,-4,-2,-1,-4,0.3,-10
CC[C@H](C)[C@@H](C(=O)NCCCCCCCCCCC(=O)N1CCNCC1)n1cc(CCCCCN)nn1,0,-0.2,-4.5,6,0,0,-8,-18,-0.7,6
CCn1c(C)nc2cc(C(=O)NNS(=O)(=O)c3c(C)c(C)cc(C)c3C)ccc21,3,0.0,-1.3,-9,-4,7,3,0,0.3,-7
O=C(c1cc2ccccc2oc1=O)N(Cc1ccc2c(c1)OCO2)Cc1ccco1,12,-0.7,0.7,3,-1,1,-18,-6,2.9,-3
CCc1nc(N)nc2c1C(=O)CC(C)(C)C2,0,-0.9,-0.4,-1,-13,5,-3,-1,0.0,1
COc1ccc(C(=O)N[C@H](C(=O)Nc2nc3c(s2)CCCC3)C(C)C)cc1,2,-0.2,-0.3,6,-2,-3,-3,2,0.1,26*
CCOC(=O)/C=C/C(=O)OCC(=O)Nc1ccc(OC)c(Cl)c1,1,0.6,0.7,6,-3,-4,-2,2,-1.4,-7
O=C(Cn1nc(C(F)(F)F)c2c1CCCC2)NCCN1CCOCC1,-1,-1.4,-1.6,-2,-8,4,-5,0,-0.2,2
O=C(NC1CCC(CC2CCC(NC(=O)C(Cl)Cl)CC2)CC1)C(Cl)Cl (centres undefined),4,-0.5,7.5,-1,-4,63*,-5,-7,-0.9,0
CSc1ccc(Cn2c(C)c(C(=O)NCc3ccco3)sc2=O)cc1,0,-0.7,-0.9,3,-8,3,·,3,-0.1,-18
CN(CC(=O)Nc1cccc(F)c1)C(=O)CCN1C(=O)C2CC=CCC2C1=O (centres undefined),0,-0.5,0.3,8,-5,1,-6,-1,0.8,5
COc1ccccc1CCNC(=O)c1c(C)nn(CC(C)C)c1Cl,0,-0.4,-1.5,-8,-7,-2,-6,-2,0.1,-4
COc1cccc(-c2cc(C(=O)N/N=C/c3ccc(OC)c(COC(C)=O)c3)c3ccccc3n2)c1,3,-0.3,3.5,-4,-4,-9,-12,4,3.2,4
COCC(C)n1c(SCC(=O)Nc2cccnc2Cl)nc2ccccc2c1=O (centres undefined),2,-0.2,0.0,1,2,6,·,-1,0.8,7
COCCCN1C(=O)C(=O)/C(=C(/O)c2ccc(S(=O)(=O)N3CCOCC3)cc2)C1c1ccc(OC)cc1 (centres undefined),-1,0.8,-1.2,8,0,0,3,-19,0.3,1
CC(=O)Nc1cccc(C(=O)Nc2nc(C)cs2)c1,0,-0.4,-0.2,-1,1,-2,-3,2,1.1,0
Oc1ccc(C[C@H]2CNC(=S)N2CCc2cc(C(F)(F)F)cc(C(F)(F)F)c2)cc1,0,-0.2,0.5,0,-2,2,-6,2,1.2,3
CCN1CCC(n2nccc2NC(=O)c2ccccc2Cl)CC1,-2,-0.4,0.1,-2,0,-1,-5,2,-0.6,7
CC[C@H](C)[C@@H](CO)NC(=O)[C@H]1O[C@@H](n2ccc(N)nc2=O)[C@H](O)[C@@H]1O,0,-0.3,-0.8,4,-2,-4,·,3,0.8,18
Cc1[nH][nH]c(=O)c1C(c1ccc(-c2ccc(Cl)c(C(=O)O)c2)o1)c1c(C)[nH][nH]c1=O,3,-0.3,3.0,-7,-2,29,29,16,2.8,1
CC(=O)Nc1ccc(S(=O)(=O)NCc2ccc(C(=O)NCCCN3CCC(C)CC3)cc2)cc1,-2,-0.5,-2.9,-11,-1,0,-5,-7,2.3,4
Cc1nc(Nc2ccccc2Br)c2nnn(Cc3ccccc3)c2n1,0,0.1,1.5,-2,-1,-1,9,6,-0.2,-6
COc1cc(NC(=O)CSc2nncn2C)cc(OC)c1OC,-3,-0.3,-0.2,3,-1,-5,-10,2,-0.6,-8
CCN(CC)Cc1csc2ccc(Br)cc12,3,-0.1,-1.3,6,-5,4,-7,-2,0.3,5
COC(=O)[C@@]12C[C@@H](CC(=O)N3CCOCC3)C(=O)N(Cc3ccco3)C1=CCC(C)(C)C2,·,-1.0,-1.3,·,·,·,·,-4,1.8,2

# Screening data deposited in PubChem by several laboratories.
